TRHR PAM: allosterically enhances the human TRH receptor; AID 493056; enhancement, % at 2 µM; TRHR cells, fluo-8 calcium fluorescence, EC20 TRH enhancement; 360,000 tested, 0.66% active; in the data active = enhancement above about 30%; note: 0% is about no effect
Target sequence (P34981 whole entry, looked up): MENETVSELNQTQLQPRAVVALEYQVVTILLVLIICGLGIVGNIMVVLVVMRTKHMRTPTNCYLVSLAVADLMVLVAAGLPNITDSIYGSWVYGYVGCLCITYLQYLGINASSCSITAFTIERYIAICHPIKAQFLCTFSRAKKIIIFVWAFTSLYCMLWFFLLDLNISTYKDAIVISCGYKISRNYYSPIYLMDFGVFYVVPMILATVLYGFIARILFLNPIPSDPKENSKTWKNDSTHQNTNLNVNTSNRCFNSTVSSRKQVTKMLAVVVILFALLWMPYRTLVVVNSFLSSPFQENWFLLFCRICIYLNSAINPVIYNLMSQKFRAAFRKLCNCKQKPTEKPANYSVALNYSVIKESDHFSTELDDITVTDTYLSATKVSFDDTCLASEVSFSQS
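TRHR-expressing cells loaded with fluo-8 calcium dye were read kinetically (ex 480/em 530) during compound addition, then stimulated with an EC20 of TRH (10 nM final). Enhancement of the Gq-mediated intracellular calcium response was scored.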
D1 PAM: potentiators of human D1 dopamine receptor | P21728 | HEK293 TREx D1 cells, calcium flux, dopamine EC20 potentiation | potentiation, % at 10 µM | 360,000 tested, 0.036% active | AID 504651; in the data active = potentiation above about 30%; note: 0% is about no effect
Target sequence (P21728 whole entry, looked up): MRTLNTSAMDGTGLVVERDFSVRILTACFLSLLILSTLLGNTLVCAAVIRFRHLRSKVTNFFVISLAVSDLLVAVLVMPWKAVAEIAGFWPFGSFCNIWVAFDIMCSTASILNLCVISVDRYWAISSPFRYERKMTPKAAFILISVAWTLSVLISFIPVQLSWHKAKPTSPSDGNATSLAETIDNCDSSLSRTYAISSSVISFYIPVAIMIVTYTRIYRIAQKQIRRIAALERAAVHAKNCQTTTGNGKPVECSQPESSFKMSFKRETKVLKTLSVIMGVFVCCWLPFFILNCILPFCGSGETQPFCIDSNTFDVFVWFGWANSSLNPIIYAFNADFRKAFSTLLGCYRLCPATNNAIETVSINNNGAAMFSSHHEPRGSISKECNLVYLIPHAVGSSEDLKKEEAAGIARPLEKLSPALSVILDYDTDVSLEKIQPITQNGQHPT
D2 PAM: positively modulates the human D2 dopamine receptor allosterically. potentiation, % at 10 µM. 340,000 tested, 0.34% active. HEK293 T-REx D2, calcium flux, EC20 dopamine potentiation;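 active = potentiation over 3 SD above the plate norm, cut at about 30% in these data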; note: 0% is about no effect
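Potentiation of an EC20 dopamine calcium response measured kinetically over 180 s, after a preceding 180 s compound-only read flagging agonists. Cells: inducible Hek293 Trex D2 line, 4000/well, cultured overnight at 30 C before dye loading.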
TRHR ag: agonists of human TRH receptor | TRHR cells, calcium flux fluo-8, FDSS agonist mode | activation, % at 2 µM | 360,000 tested, 0.18% active | AID 493084; in the data active = activation above about 30%; note: 0% is about no effect
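TRHR-expressing cells loaded with fluo-8 calcium dye; 23 nL library compound pin-transferred, kinetic FDSS fluorescence (Ex 480/Em 530) recorded about 180 s for agonist-induced calcium release, before a 10 nM TRH EC20 addition for potentiator mode.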
RXFP1 ag: activates the human relaxin receptor RXFP1 | HEK293T-RXFP1 cAMP TR-FRET, 30 min; response scale: percent of porcine relaxin response, buffer zero | Potency, µM (series often up to 57.5 µM), without a hit: top-dose activation, actives largely listed as activators | Q9HBX9 | 370,000 tested, 0.3% active; note: potency is the fitted concentration of half-maximal effect; % is set by controls: 0 for no effect and ±100 for the full control effect; nearly all actives have a fitted effect of over 60% in size; many of its hits are not listed in these tables
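HEK293 cells stably expressing RXFP1, treated 30 min at 37C with compounds plus PDE4 inhibitor Ro 20174; cAMP measured by HTRF TR-FRET. Normalized to buffer and 29 nM porcine relaxin; EC50 by Hill fit.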
D1 antagonist: blocks dopamine activation of the human D1 receptor; P21728; HEK293 TREx D1 cells, calcium flux, dopamine EC80; active compounds read low; activity change, negative = inhibition, % at 10 µM; 360,000 tested, 3.2% active; in the data active = activity change below about -30%; note: % is set by controls: 0 for no effect and ±100 for the full control effect
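Allosteric or orthosteric antagonism assessed as attenuation of the calcium response to EC80 dopamine, added 180 s after compound, in induced HEK293 Trex D1 cells loaded with no-wash calcium dye.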
Anesthetic bind: binds horse apoferritin like a general anesthetic | 350,000 tested, 0.074% active | P02791 | Potency, µM (highest dose often 77.5 µM), inactives show at the top dose activity change, negative = displacement, actives largely listed as inhibitors | apoferritin/1-aminoanthracene competitive binding, fluorescence | AID 485281; note: potency is the fitted concentration of half-maximal effect; % is set by controls: 0 for no effect and ±100 for the full control effect; nearly all actives have a fitted effect of over 20% in size
Target sequence (P02791 2-175 limits assumed): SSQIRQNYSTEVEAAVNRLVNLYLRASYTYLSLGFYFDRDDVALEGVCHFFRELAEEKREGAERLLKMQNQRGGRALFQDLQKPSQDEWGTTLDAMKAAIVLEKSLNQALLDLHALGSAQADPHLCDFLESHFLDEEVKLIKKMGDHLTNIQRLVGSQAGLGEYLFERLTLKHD
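10 uM apoferritin + 50% sat. 1-AMA, PBS; cpd 10 min RT; Ex380/Em535 endpoint; normalized to free probe vs complex; 4-param Hill fit; propofol titration as pos. ctrl.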
D1 ag: activates the human D1 dopamine receptor; P21728; HEK293 T-REx D1 cells, calcium flux, agonist mode; activation, % at 2 µM; 360,000 tested, 1% active; AID 504660; in the data active = activation above about 30%; note: 0% is about no effect
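Agonism was scored from calcium flux recorded over 180 s (1 read/s) after pintool compound addition, following a 10-cycle baseline. Cells were inducible force-coupled HEK293 TREx D1, plated overnight at 30 C and loaded with no-wash calcium dye.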
RXFP1 antagonist: antagonists of human relaxin receptor RXFP1; 350,000 tested, 0.59% active; HEK293-RXFP1, relaxin-stimulated cAMP HTRF, 30 min; active compounds read low; activity change, negative = inhibition, % at 57.5 µM; AID 1259400; Q9HBX9;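 active = activity change of -60% or lower, but not beyond a set lower limit; inconclusive = change between -60% and -40%, or beyond the set limit; inactive = change above -40%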; note: % is set by controls: 0 for no effect and ±100 for the full control effect
An asterisk follows results filed as active; ? = inconclusive; nt = not tested or not shown; & = joins results of further samples. Unless noted, calls come from the whole dose curve; as a rule, active = well fitted curve in the direction sought with a large enough effect; inconclusive = small, poorly fitted or top-dose-only effect, or another doubt; inactive = no such curve, though single readings can be large; an effect the other way counts as inactive or inconclusive. These rows are one share of the data; rates above refer to the full screens.

SMILES,TRHR PAM,D1 PAM,D2 PAM,TRHR ag,RXFP1 ag,D1 antagonist,Anesthetic bind,D1 ag,RXFP1 antagonist
C/C(=N\NC(=O)CC1N=C(Cc2ccccc2)NNC1=O)c1ccncc1 (stereo not given),1,-1,-4,-0.2,-1.2%,7,-5%,1,-3
O=C(CN1CCc2ccccc21)NC(=O)NCc1ccccc1,3,-10,10,-1.2,0.1%,8,?,11,-7
COc1ccccc1CNS(=O)(=O)c1ccc2c(c1)CC(C)N2C(=O)C1CC1 (stereo not given),-11,-8,12,-0.7,1.8%,-26,-11%,13,9
CC(=O)N1CCc2cc(S(=O)(=O)CCC(=O)Nc3ccc(C)cc3Br)ccc21,-1,3,3,-1.1,5.0%,6,-1%,-1,nt
CC(=O)c1ccccc1NS(C)(=O)=O,-7,-5,nt,0.5,0.4%,13,-5%,5,-6
O=C(NCc1ccc2c(c1)OCO2)C1CC(=O)N(c2ccc(O)cc2)C1 (stereo not given),-6,-1,nt,0.6,2.0%,0,-3%,5,10
COc1ccc(C(=O)NCCc2ccccc2)cc1[N+](=O)[O-],-3,-6,-20,-1.4,0.5%,3,-5%,3,-2
O=C(Nc1nc2c(Cl)cccc2s1)c1ccc(S(=O)(=O)N2CCc3ccccc32)cc1,-4,2,16,0.3,0.4%,-2,-13%,2,-10

Entries from the list above with a halogen:
SMILES,TRHR PAM,D1 PAM,D2 PAM,TRHR ag,RXFP1 ag,D1 antagonist,Anesthetic bind,D1 ag,RXFP1 antagonist
CC(=O)N1CCc2cc(S(=O)(=O)CCC(=O)Nc3ccc(C)cc3Br)ccc21,-1,3,3,-1.1,5.0%,6,-1%,-1,nt
O=C(Nc1nc2c(Cl)cccc2s1)c1ccc(S(=O)(=O)N2CCc3ccccc32)cc1,-4,2,16,0.3,0.4%,-2,-13%,2,-10

(next part)
SMILES,TRHR PAM,D1 PAM,D2 PAM,TRHR ag,RXFP1 ag,D1 antagonist,Anesthetic bind,D1 ag,RXFP1 antagonist
O=C(Nc1nnc(CCc2ccccc2)s1)c1ccco1,-4,1,29,0.5,1.2%,-9,0%,2,-2
O=C(N/N=C\c1c(O)ccc2ccccc12)c1ccc(S(=O)(=O)N2CCCCC2)cc1,26,-9,-4,60*,-0.7%,-8,6%,52*,-7
COC(=O)c1ccccc1NC(=O)CNc1cc(Cl)ccc1N1CCOCC1,20,2,18,-0.2,0.6%,-1,-14%,2,-5
CC(NC(=O)CSCc1ccccc1Br)c1ccccc1 (stereo not given),-4,-2,16,-1.2,1.9%,-15,-8%,5,0
CC/C(=N\Nc1ccc([N+](=O)[O-])cc1)c1ccccc1,7,-10,4,-0.6,0.9%,-34*,-21%,24,-13
Cc1c(C#N)c(NC(=O)CCl)n(Cc2ccccc2)c1C,-2,-3,-7,0.0,3.8%,-18,-9%,2,-8
CC1(C)Cc2nc3nc(SCC(=O)Nc4ccccc4)nc(N)c3cc2CO1,2,7,-1,-1.1,5.7%,nt,-21%,-1,-7
CCOC(=O)C1CCN(Cc2ccc(F)cc2F)CC1,1,-1,-2,-0.4,-2.6%,0,-3%,0,-9
Cc1ccc2c(c1)NC(=O)C(CC(=O)NCCCN1CCCCC1C)O2 (stereo not given),-3,nt,-12,1.0,0.0%,12,-1%,0,9
COCCCNC(=O)c1oc2c(c1C)-c1nn(Cc3ccc(Cl)cc3)cc1CC2,-2,-1,-2,0.2,0.7%,-24,4%,-1,-19
CCn1c(C)[n+](CC)c2ccc(S(=O)(=O)N(C)C)cc21,-13,6,1,0.3,-0.2%,-2,-5%,3,-3
Cc1ccc(S(=O)(=O)N2CCN(C(=O)C3COc4ccccc4O3)CC2)cc1C (stereo not given),27,-1,2,1.7,-0.5%,-1,1%,8,-16
COC(=O)c1cnn(-c2ccccc2)c1/C=N/NC(=S)Nc1ccc(Cl)cc1,0,2,-4,0.3,0.0%,-6,-5%,3,8
COC(C)(C)[C@]12CC(O)(C(C)C)ON1[C@H]1CCCCC1N2O (stereo not given in full),0,-8,3,0.2,-0.1%,-18,0%,2,-19
O=C(Cn1c(=O)c2ccccc2n(CC(=O)N2CCCCC2)c1=O)N1CCCCC1,6,-4,3,-1.1,-5.6%,-2,-9%,5,5
CN1C(=O)/C(=C/c2ccc(-c3ccccc3[N+](=O)[O-])o2)SC1=Nc1ccc(Cl)c(C(=O)O)c1,-5,-6,2,0.7,0.7%,-11,-10%,1,1
Cc1ccc2c(CC(=O)Nc3ccc(S(=O)(=O)N4CCCCC4)cc3)coc2c1C,8,2,2,1.1,-1.8%,-6,-9%,3,-17
O=C(Nc1cnn(Cc2ccc(F)cc2)c1)c1noc2c1CCCC2,5,-3,7,-0.2,1.7%,9,?,2,0
COc1ccc(-c2cc(C)no2)cc1S(=O)(=O)NCc1cccs1,2,-2,0,-0.1,25%,-13,-5%,2,-6
CCOc1ccc(CNC(=O)CN2C(=O)CCn3nc(-c4cn(C)c5ccccc45)cc32)cc1OC,4,-2,10,-0.1,-2.0%,-11,-2%,0,-10
COCC(=O)N(C)CC1CCCN(CCc2ccccc2OC)C1 (stereo not given),0,-6,-4,1.1,-1.4%,-8,-4%,2,-2
COc1ccc(Cl)cc1N1C(=O)/C(=C\c2sccc2C)N=C1SCC(=O)NC1CC1,5,-4,4,-0.4,8.7%,6,-24%,2,-3
O=C(NC1CCCCC1)N1CCN(c2ncccn2)CC1,2,-4,3,0.3,4.1%,21,-2%,2,-4
CCOC(=O)c1c(C)sc(-c2c(-c3cc(C)ccc3C)[nH]c3c2c(=O)[nH]c(=O)n3C)c1O,-4,1,0,8.5,2.2%,12,?,20,-27
COc1ccc(N(C(=O)c2snc(C(N)=O)c2N)C(C(=O)NC2CCCC2)c2cc(OC)ccc2OC)c(OC)c1 (stereo not given),-1,-6,0,0.6,26%,8,-8%,6,-17
Cc1cc(OC(C)C(=O)N(Cc2cccs2)C2CCS(=O)(=O)C2)ccc1Cl (stereo not given),-11,-11,10,0.0,2.6%,-8,-21%,2,-4
O=C(NCc1ccco1)Nc1ccccc1Cl,1,-2,nt,-0.5,1.4%,-14,-4%,0,-8
O=C(O)CSc1nc(-c2ccc(Cl)cc2)nc2c1oc1ccccc12,-1,-3,3,0.0,0.5%,1,0%,8,-5
Cc1sc(NC(=O)c2ccc(=O)n(C)n2)nc1-c1ccccc1,0,2,-8,0.0,-1.2%,2,-20%,4,-23
O=C(OCCN1C(=O)c2ccccc2C1=O)c1cc(S(=O)(=O)N2CCOCC2)ccc1Cl,-2,-2,15,0.0,3.4%,-21,-10%,1,1
CC(C)Oc1nc(-c2ccc(Cl)cc2)nc2ccccc12,-3,6,-5,0.4,1.1%,33,-5%,1,3
COc1ccc(-n2cc3c(c2-c2cccc(Br)c2)c(=O)n(C)c(=O)n3C)cc1OC,4,4,7,-1.3,-6.3%,-3,8%,-3,-10
CCN(CC)c1ccc(-n2cc3c(=O)n(C)c(=O)n(C)c3c2)cc1,-1,7,-1,-0.6,16%,35,-5%,2,11
Cc1nc2cc(-c3cccc(F)c3)nn2c(C)c1CCC(=O)Nc1ccccc1C(N)=O,25,-4,6,0.0,-0.4%,-6,-1%,3,nt
COc1ccc(/C(O)=C2/C(=O)C(=O)N(CCN(C)C)C2c2ccc(C)cc2)cc1Cl (stereo not given),-4,-8,-7,0.5,11%,-21,-17%,3,4
COc1cc(/C=C(/C#N)c2nc3ccccc3c(=O)[nH]2)ccc1O,3,-1,-4,10,1.9%,0,1%,34*,-8
C=CCOc1ccc2c(c1)c(=O)cc(C(=O)O)n2CC,-7,-5,-5,-0.4,5.6%,9,-5%,2,10
Cc1ccc(C)c(OCCC(=O)OCC(=O)N2c3ccccc3NC(=O)C2(C)C)c1,-3,-8,-3,1.6,0.5%,5,nt,1,-6
COc1ccc(NC(=O)c2nc[nH]c2C(=O)N2CCN(c3ccccc3)CC2)cc1,-1,-2,-8,-0.7,0.9%,-3,-6%,1,nt
CCCCCCN(C(=O)CCCCCN1C(=O)NC(c2ccc(-c3ccccc3)cc2)C(C(=O)OCc2ccccc2)=C1C)C(C(=O)NCCCC)c1ccccn1 (stereo not given),1,3,-10,2.2,0.0%,18,-15%&-1%,14,nt
CCOc1ccc(CCNC(=O)c2[nH]c(C)c(C(C)=O)c2CC)cc1OCC,6,-4,nt,-0.5,-1.1%,-13,-9%,2,-7
Cc1cccc(CSc2[nH]c(=O)ncc2C)c1,-4,-6,-4,0.4,4.9%,2,-41%,3,9
CC(C)n1cnc2c(N(C)c3cccc(Cl)c3)nc(N(CCO)CCO)nc21,0,7,3,-0.3,-17%,0,-5%,-1,nt
COc1ccc(C(=O)NC(=S)N(Cc2ccccc2)Cc2ccccc2)cc1,1,-3,0,0.7,1.6%,2,-7%,2,2
Cc1nn(-c2ccccc2)c2c1N(CCCC(=O)NCc1ccc(OC(C)C)cc1)C(=O)CS2,0,-3,-5,-0.3,-2.6%,-14,9%,-1,nt
Cc1ccc(NC(=O)CCN2CCC(Cc3ccccc3)CC2)cc1,4,-2,-18,0.7,-2.8%,-17,-11%,8,-14
COc1ccc(C(Nc2ccccn2)c2oc(CO)cc(=O)c2O)cc1 (stereo not given),8,-7,-5,0.5,6.9%,3,3%,3,-5
COc1cc(CCC(=O)OCC(=O)Nc2ccc(C)cc2Cl)cc(OC)c1OC,0,7,3,-0.4,2.6%,-5,-8%,5,-18
COc1ccc(CNC(=O)CSc2nn3c(=O)c(C(C)(C)C)nnc3s2)cc1OC,2,12,1,1.3,2.8%,-11,?,3,-13
O=C(Nc1ccc(Cl)cc1)N1CCc2[nH]c3ccccc3c2C1,-5,-9,-17,0.3,0.6%,-23,?,2,2
CSc1n[nH]c(=O)n1-c1cccc(Cl)c1,5,4,10,-0.3,-4.0%,1,4%,6,-11
CC1=C(C(=O)OCC2CCCO2)C(c2ccc(Cl)c(Cl)c2)NC(=O)N1 (stereo not given),8,-2,8,0.4,-2.4%,-13,-9%,16,6
Cc1ccsc1CN1CCc2nc(N3CCN(c4ccccc4F)CC3)ncc2C1,-1,1,3,0.0,2.4%,1,12%,1,-20

Compound activity from PubChem.
